V1R ag counter = agonists of human V1a receptor, primary screen, counter-screen for OXTR agonist project, fluorescence, CHO-V1R cells | Vasopressin V1a receptor (Homo sapiens), P37288 | Fluo-8 calcium fluorescence, agonist mode; 0% DMSO, 100% 3 nM vasopressin | activation, % at 3 µM | 320,000 compounds, 0.25% hits;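 active = activation above the mean activation of all tested compounds plus 3 SD, per screening run, cut at about 20% in these data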;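 also: signal is peak over basal fluorescence ratio across a 100 second FLIPR read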
Target sequence (P37288 whole entry, looked up): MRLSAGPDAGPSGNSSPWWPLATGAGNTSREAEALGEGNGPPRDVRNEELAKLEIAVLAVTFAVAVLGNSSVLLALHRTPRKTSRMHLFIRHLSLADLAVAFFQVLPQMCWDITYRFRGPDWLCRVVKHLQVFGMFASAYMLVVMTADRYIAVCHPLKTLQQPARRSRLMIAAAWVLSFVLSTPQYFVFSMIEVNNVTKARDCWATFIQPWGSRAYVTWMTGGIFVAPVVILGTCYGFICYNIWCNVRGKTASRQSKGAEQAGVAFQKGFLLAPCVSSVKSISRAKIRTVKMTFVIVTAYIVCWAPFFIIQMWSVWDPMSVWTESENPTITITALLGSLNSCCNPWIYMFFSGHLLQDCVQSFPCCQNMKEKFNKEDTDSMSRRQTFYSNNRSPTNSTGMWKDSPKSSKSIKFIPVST
OXTR potentiate = human OXTR potentiators, primary screen, fluorescence, CHO-OTR cells, Fluo-8 calcium | Fluo-8 calcium fluorescence, potentiator mode; 0% = oxytocin EC15, 100% = EC100 | 320,000 compounds, 0.061% hits | activation, % at 3 µM;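 active = activation above that plate's cutoff, the mean activation of tested compounds plus 3 SD, cut at about 6.6% in these data, passing the limit was not always enough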;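 also: 100% uses oxytocin at 75 nM as the full agonist control; some results filed as inactive read as strong as hits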
Target sequence (P30559 whole entry, looked up): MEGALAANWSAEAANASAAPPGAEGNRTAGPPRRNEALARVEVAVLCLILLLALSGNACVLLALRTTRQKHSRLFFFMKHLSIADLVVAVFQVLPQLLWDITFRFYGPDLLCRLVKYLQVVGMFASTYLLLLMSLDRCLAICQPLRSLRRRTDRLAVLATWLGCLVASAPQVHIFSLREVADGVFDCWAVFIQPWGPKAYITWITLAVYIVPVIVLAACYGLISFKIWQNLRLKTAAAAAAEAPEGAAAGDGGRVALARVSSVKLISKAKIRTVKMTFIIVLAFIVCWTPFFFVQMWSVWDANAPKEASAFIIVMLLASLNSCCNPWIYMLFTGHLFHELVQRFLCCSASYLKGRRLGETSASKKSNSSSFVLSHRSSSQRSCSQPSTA
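System: human OTR in CHO cells / Also added: sub-maximal oxytocin, roughly EC15 / Control set: EC15 oxytocin low, 75 nM oxytocin high / Schedule: 6 min compound pre-incubation at room temperature, 100 s kinetic read / Compound: single-point 3.0 µM / Replication: singlicate / Technique: Fluo-8 calcium dye fluorescence / Read-out basis: % activation of max/min ratio relative to oxytocin controls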
TAAR1 antag = human TAAR1 antagonists, primary screen, Fluo-8 calcium fluorescence, CHO RD-HGA16 cells. antagonist. inhibition, % at 3 µM. 360,000 compounds, 1.5% hits. AID 624466, 2012;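 active = inhibition above a per-plate cutoff, the mean inhibition of test compounds on that plate plus 3 SD, cut at about 49% in these data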;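 also: 0% = DMSO plus EC80 beta-PEA response and 100% = DMSO alone without agonist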
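Test system: hTAAR1-expressing CHO RD-HGA16 cells, Gα16-coupled; Probe or stimulus: EC80 β-phenethylamine stimulus; Compound dosing: single nominal final test compound concentration of 3 µM; Timing: 140 s kinetic read after compound, 140 s after agonist; Signal: Fluo-8 calcium-sensitive fluorescence; Measure: % inhibition of agonist calcium response; Controls: DMSO and EC80 PEA controls.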
CHO parental Ca = ATP-evoked calcium signal inhibitors, parental CHO, primary screen, counter-screen for OX1R antagonist project, cell-based, fluorescence, Fluo-8 calcium dye; parental CHO-K1, ATP-induced calcium, Fluo-8 fluorescence; inhibition, % at 5.6 µM; 330,000 compounds, 0.63% hits; AID 463079, 2010;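 active = inhibition above that plate's mean sample inhibition plus 3 SD, cut at about 26% in these data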;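 also: 0% = ATP-challenged DMSO wells and 100% = DMSO wells without ATP; some compounds past the cut are filed as inactive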
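Assay system: untransfected parental CHO cell line. Also added: ATP agonist challenge. Dosing: one dose, 5.6 µM nominal. Measured by: Fluo-8 fluorescence. Read-out: % inhibition. Benchmarks: ATP wells versus no-ATP DMSO wells. Repeats: no replicates.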
M1 PAM = human M1 muscarinic receptor positive allosteric modulators, primary screen, CHO-K1 cells, Fluo-8 calcium fluorescence, 1536-well; Muscarinic acetylcholine receptor M1 (Homo sapiens), P11229; CHO-K1 hM1, ACh EC20; 0% = ACh EC20, 100% = maximal ACh; activation, % at 3 µM; 360,000 compounds, 0.088% hits; AID 588819, 2011; in the data active = activation above about 19%, passing the limit was not always enough
M1 ag = human M1 muscarinic receptor agonists, primary screen, Fluo-8 calcium fluorescence, CHO-K1 cells, HTS. activation, % at 3 µM. CHO-K1 hM1, agonist mode; 0% DMSO, 100% acetylcholine EC100. 360,000 compounds, 0.33% hits. Muscarinic acetylcholine receptor M1 (Homo sapiens), P11229. AID 588814, 2011;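 active = activation above the run's mean compound activation plus 3 SD, cut at about 16% in these data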;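 also: peak over basal fluorescence ratio within a 140 s kinetic read after compound addition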
TAAR1 agonist = human TAAR1 agonists, primary screen, Fluo-8 calcium fluorescence, CHO RD-HGA16 cells; vehicle wells 0%, saturating PEA agonist 100%; 360,000 compounds, 0.99% hits; Trace amine-associated receptor 1 (Homo sapiens), Q96RJ0; activation, % at 3 µM;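 active = activation above the mean activation of all test compounds in the run plus 3 SD, cut at about 38% in these data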
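Assay system – CHO-derived RD-HGA16 cells with stable Gα16 and human TAAR1 · Compound dosing – one-point dosing at 3 µM (nominal) · Incubation – 17-24 h seeding, 75 min 37 °C dye, 30 min RT · Measured by – kinetic Fluo-8 calcium fluorescence · Control set – DMSO vehicle as 0%, PEA at EC100 as 100% · Repeats – single well for each compound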
M1 antag = human M1 muscarinic receptor antagonists, primary screen, CHO-K1 cells, Fluo-8 calcium fluorescence, 1536-well; AID 588852, 2011; 360,000 compounds, 1.3% hits; Muscarinic acetylcholine receptor M1 (Homo sapiens), P11229; inhibition, % at 3 µM; CHO-K1 hM1, ACh EC80 antagonist;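 active = percent inhibition above its own plate's cutoff, namely the mean of that plate's compound wells plus 3 SD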;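 also: peak over basal fluorescence ratio during 140 s after agonist addition; 0% = ACh EC80 plus DMSO and 100% = DMSO alone without agonist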
OXTR ag = human OXTR agonists, primary screen, fluorescence, CHO-OTR cells, Fluo-8 calcium | 320,000 compounds, 0.32% hits | activation, % at 3 µM | Fluo-8 calcium fluorescence; normalized: DMSO 0%, oxytocin 100% | AID 2435, 2010;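 active = activation above the mean of all tested compounds plus 3 SD, cutoff set per screening run, cut at about 20% in these data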;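 also: peak over basal fluorescence ratio from a 100 s FLIPR kinetic read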
* hit, by the source's call; x = no result given.

SMILES | V1R ag counter | OXTR potentiate | TAAR1 antag | CHO parental Ca | M1 PAM | M1 ag | TAAR1 agonist | M1 antag | OXTR ag
CCN(CC)S(=O)(=O)c1ccc(NC(=O)c2ccc(NS(C)(=O)=O)cc2)cc1 | 0.6 | 3 | -11 | 0 | 4 | -9 | 10 | -3 | 0.2
O=C(CCNc1n[nH]c(=O)[nH]c1=O)N/N=C/c1ccccc1Br | 0.4 | -10 | -4 | -1 | 2 | -6 | 7 | -4 | 0.9
CCOC(=O)c1c(-c2ccc(F)cc2)csc1NC(=O)C1CCCO1 (stereo not given) | -0.5 | -10 | 12 | -27 | -9 | -6 | 6 | 13 | -2.3
CCOc1ccc(NS(=O)(=O)c2ccc(C(=O)NCC(c3ccco3)N3CCCC3)cc2)cc1 (stereo not given) | 23* | -12 | 28 | -9 | -11 | 3 | 65* | 16 | 35*
O=[N+]([O-])c1ccc(N/N=C\c2cccnc2)nc1 | 1.1 | 1 | -5 | 0 | 10 | -10 | 8 | -2 | -0.1
CCn1c(SCC(=O)c2ccccc2)nnc1-c1ccoc1C | 0.1 | -15 | 7 | -25 | 9 | -5 | 9 | -16 | -0.5
COC(=O)c1sccc1NC(=O)c1cccc(F)c1 | -1.1 | 4 | -4 | -14 | 4 | -4 | -1 | -15 | -3.6
CSCCC(NC(=O)COc1ccccc1)C(=O)N1CCN(c2cccc(C(F)(F)F)c2)CC1 (stereo not given) | x | x | 33 | x | -12 | -4 | 4 | 20 | x
COc1ccccc1/C=N/NC(=S)NCc1ccco1 | -0.6 | -16 | -15 | -9 | 3 | -3 | 5 | -8 | -2.0
Cc1ccc(SCCN2CCN(CC(C)C)CCC2=O)cc1 | x | x | -7 | x | 2 | 0 | 18 | -4 | x
Cc1ccc(NC(=O)COC(=O)Cn2cnc3c2c(=O)n(C)c(=O)n3C)cc1Cl | 0.3 | -15 | -26 | -16 | 4 | -4 | 3 | -5 | 2.2
C#CCOCCOCCOCCNc1nc(N2CCOCC2)nc(N2CCN(C(=O)[C@H](Cc3cc4ccccc4[nH]3)n3cc([C@@H](N)CC(C)C)nn3)CC2)n1 | -0.3 | -8 | x | -3 | 7 | -4 | x | -6 | -0.5
Cc1ccc(NC(=S)NNC(=O)c2ccccc2O)c(C)c1 | 11 | -31 | 3 | 12 | -6 | 4 | 16 | 7 | 13
C/C(=N/NC(=O)COc1ccc(C(C)(C)C)cc1)c1ccc(N2CCOCC2)cc1 | x | x | -7 | x | 9 | -3 | -1 | -21 | x
CCN(CC)S(=O)(=O)c1ccc(Cl)c(C(=O)NNC(=O)c2csc(N3CCOCC3)n2)c1 | x | x | 5 | x | -3 | -2 | 6 | 10 | x
CCOC(=O)Cc1csc(SC(C)C(=O)NCC(=O)Nc2ccc(F)c(F)c2F)n1 (stereo not given) | -0.5 | -8 | -24 | -17 | -2 | 0 | -1 | -2 | -1.0
CC(=O)c1c(C)[nH]c(C(=O)OCc2nnc(-c3ccc([N+](=O)[O-])cc3)o2)c1C | 11 | -11 | 20 | 11 | 3 | 2 | 48* | 10 | 11
CCc1ccccc1NC(=O)CSc1nc2n[nH]c(C)c2c(=N)n1-c1cccc(OC)c1 | -1.4 | -9 | 21 | -26 | -10 | -13 | 5 | 10 | -2.4
Cc1ccccc1CC(=O)N1CCCC(CNC(=O)c2ccc(F)cc2)C1 (stereo not given) | 0.9 | -2 | -38 | -20 | 7 | -3 | 1 | -9 | -0.4
O=C(N/N=C/c1ccccn1)c1ccc(NC(=O)c2ccc(F)cc2)cc1 | 1.0 | -3 | 0 | -18 | 21 | 0 | 6 | -11 | 2.2
COc1ccc(N(CC(=O)Nc2ccccc2C(=O)N2CCCC2)S(C)(=O)=O)cc1 | 0.7 | -7 | -16 | -2 | -3 | -5 | 2 | 18 | 0.2
COc1ccccc1CNC(=O)c1cc(C)nn1-c1ccccc1 | 0.0 | -6 | -12 | -15 | 14 | -1 | -3 | -28 | -2.0
COc1cc(OC)cc(C(=O)Nc2cccc(-c3ccc(N4CCOCC4)nn3)c2)c1 | 0.1 | -11 | 55* | -12 | -3 | -2 | 11 | -2 | -0.9
CC(C)C(NC(=O)c1ccc(C(C)(C)C)cc1)C(=O)NCC1(N(C)C)CCCCC1 (stereo not given) | -0.4 | 2 | -1 | -25 | 10 | -10 | 5 | -15 | 0.3
Cc1ccc(Nc2nc(N)c(C#N)c(CC#N)c2C#N)cc1 | -0.2 | -9 | -3 | -6 | 8 | -3 | -1 | -9 | -1.4

The last three entries of the section above come first, to join the parts:
SMILES | V1R ag counter | OXTR potentiate | TAAR1 antag | CHO parental Ca | M1 PAM | M1 ag | TAAR1 agonist | M1 antag | OXTR ag
COc1cc(OC)cc(C(=O)Nc2cccc(-c3ccc(N4CCOCC4)nn3)c2)c1 | 0.1 | -11 | 55* | -12 | -3 | -2 | 11 | -2 | -0.9
CC(C)C(NC(=O)c1ccc(C(C)(C)C)cc1)C(=O)NCC1(N(C)C)CCCCC1 (stereo not given) | -0.4 | 2 | -1 | -25 | 10 | -10 | 5 | -15 | 0.3
Cc1ccc(Nc2nc(N)c(C#N)c(CC#N)c2C#N)cc1 | -0.2 | -9 | -3 | -6 | 8 | -3 | -1 | -9 | -1.4
COc1ccc(Oc2c(C)nc(SCC(=O)c3ccc(Cl)cc3)[nH]c2=O)cc1 | 0.7 | 6 | -12 | -25 | 2 | -3 | 0 | 4 | -1.9
CCc1cc2cc(C(=O)Nc3ccccc3F)sc2s1 | -0.7 | -3 | 12 | -17 | -3 | -8 | -1 | 0 | -0.8
O=C(NCCS(=O)(=O)N1CCN(c2ccccc2F)CC1)C1CC(=O)N(c2ccccc2)C1 (stereo not given) | 0.9 | 0 | -24 | -12 | 4 | -3 | 8 | -10 | 0.9
OCCC1CN(Cc2ccon2)CCN1Cc1ccccc1 (stereo not given) | 1.6 | -1 | -11 | -16 | 4 | -7 | 6 | -6 | 0.0
CCCC(=O)Nc1ccc(C(=O)NN2C(=O)c3ccccc3C2=O)cc1 | 2.2 | -3 | -1 | 0 | 8 | -3 | 4 | -9 | 0.4
COc1cc([C@H]2c3c(cc(OC)c(O)c3OC)C[C@@H](CO)[C@@H]2CO[C@@H]2O[C@H](CO)[C@@H](O)[C@H](O)[C@H]2O)cc(OC)c1O | 1.0 | 0 | 16 | 8 | 5 | -2 | 0 | -11 | 2.0
CCOC(=O)CCSc1nc(C(C)(C)C)cc(C(F)(F)F)c1C#N | -0.4 | -1 | -7 | -12 | 6 | -4 | 8 | -12 | -1.8
Cc1ccc(C)c(OCCC(=O)NNC(=O)c2cc(C)oc2C)c1 | 0.9 | -2 | 2 | -17 | 14 | -3 | 7 | -11 | 0.4
CCOc1ccc(CCNC(=O)c2nnn(CC(=O)Nc3ccc(OC)cc3)c2N)cc1OCC | -1.0 | -5 | -39 | -12 | 7 | 0 | 0 | -2 | -1.2
Cc1ccccc1OC(C)C(=O)Nc1ccc2c(c1)OCCO2 (stereo not given) | -0.4 | -6 | -51 | 8 | -3 | -5 | 0 | 5 | -1.6
O=C(COC(=O)c1cn(-c2ccccc2)nc1-c1ccccc1)Nc1ncc(Cl)cc1Cl | 0.5 | -1 | -5 | -6 | 4 | -4 | -2 | -30 | -0.3
COc1ccc(OC)c(NC(=O)Nc2cc(NC(=O)Nc3cc(OC)ccc3OC)c(C)nc2C)c1 | 0.2 | -3 | 6 | -7 | 8 | -2 | 7 | -5 | -0.5
CCN(CC)S(=O)(=O)c1ccc2c(c1)nc(CCC(=O)Nc1ccc3c(c1)OCO3)n2CC | 0.0 | -3 | -3 | -14 | 6 | -6 | 3 | -9 | -1.2
COc1ccc(S(=O)(=O)Nc2ccccc2C(=O)NC(C)(C)C)cc1OC | 0.1 | 1 | 17 | -15 | -1 | -4 | 14 | 4 | 0.3
Cn1cc(C(=O)N/N=C/C(Br)=C/c2ccccc2)ccc1=O | 1.4 | -6 | -9 | -2 | 7 | -2 | 5 | 1 | 0.1
Cc1ccc(S(=O)(=O)NCc2ccccc2)cc1C(=O)N(C)CC(=O)Nc1ccccc1Br | x | x | -12 | x | -1 | -4 | 4 | 4 | x
CCCCOC(=O)c1ccc(NC(=O)c2ccccc2OC)cc1 | 0.5 | -8 | 12 | -6 | 3 | -7 | 1 | -3 | -1.2
Cc1cc(Br)cc(Cl)c1OC(=O)c1ccncc1 | 0.2 | -4 | -16 | -17 | 6 | -3 | 3 | 4 | -2.1
O=[N+]([O-])c1cc(-c2ccc(/C=N\n3cnnc3)o2)cc([N+](=O)[O-])c1 | 0.1 | -5 | -2 | -9 | 12 | -7 | -1 | -13 | -0.4
CC(C)OCCCn1c(=O)c2ccccc2n2c(CCC(=O)N3CCN(c4ccccn4)CC3)nnc12 | -0.4 | -9 | 22 | -20 | -10 | 0 | 21 | 21 | 0.5
Cc1ccc(NC(=O)CSc2ccc(-c3ccccn3)nn2)c(C)c1 | -0.4 | -12 | -31 | -10 | 4 | 1 | 2 | -1 | -0.2
COc1cc(C2=NOC(C(=O)NC3CCCCC3)C2)cc(OC)c1OC (stereo not given) | 0.7 | -4 | 2 | -17 | 5 | 1 | 3 | -4 | 0.6
CC(=O)c1ccc(OC2(C)CCN(Cc3ccc(OC(F)(F)F)cc3)C2)cc1 (stereo not given) | x | x | 10 | x | -4 | -8 | 1 | -9 | x
Cc1c(C(=O)CN2CCOCC2)[nH]c2ccccc12 | 0.2 | -17 | 12 | 4 | 11 | 0 | 1 | 11 | 1.2
Cc1ccc(C(=O)COC(=O)CCC(=O)Nc2cccc(Cl)c2)cc1[N+](=O)[O-] | 0.2 | -15 | 12 | -9 | 3 | -4 | 10 | -6 | 0.5

This is a random part of the collection. Share with any hit: about 3.7%.
